Screening results deposited in PubChem by National Center for Advancing Translational Sciences (NCATS).
Vif-A3G inh – Vif-A3G binding inhibition. HeLa A3G-eYFP + Vif (tagged APOBEC3G with the HIV-1 protein that degrades it), YFP fluorescence, overnight. hit rate 0.076% among 410,000. Q9HC16. Potency, µM (doses to about 46.1 µM), inactives show at the highest dose activity, negative = active, actives largely listed as inhibitors;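 also: potency is read from the fitted curve at half-maximal effect; % is scaled to controls: 0 for no effect and ±100 for the full control effect; nearly all actives have a fitted effect of over 60% in size; hits raise eYFP signal because A3G escapes Vif-driven loss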
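HeLa cells stably expressing Vif and C-terminally eYFP-tagged A3G, seeded overnight at 37 deg C, then exposed to compound by pintool overnight at 37 deg C. Rise in yellow fluorescence (Ex 488/Em 500-530, Acumen) marks blocked Vif-driven A3G degradation.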
GRP78 ERSR act – inducers of ER stress response in human glioma cells | U87-MG GRP78 promoter luciferase reporter, 16 h | Potency, µM, without a hit: at the top dose activation, hits mostly activators | AID 602332 | hit rate 0.02% among 420,000; also: potency is read from the fitted curve at half-maximal effect; series mostly up to about 76 µM; % of control where 0% means no effect; nearly all actives have a fitted effect of over 35% in size
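Stably transfected U87-MG glioma cells carrying a GRP78-based luciferase sensor; 16 h compound incubation. Luminescence end-point read 10 min after Bright-Glo addition at room temperature.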
TrxR1 substrate – substrates of rat thioredoxin reductase 1. O89049. purified TrxR1 substrate turnover, NADPH consumption readout. hit rate 0.01% among 390,000. Potency, µM (series often up to 114 µM), for inactives: at the highest dose activity change, negative = substrate turnover; also: potency is read from the fitted curve at half-maximal effect; % is scaled to controls: 0 for no effect and ±100 for the full control effect; nearly all actives have a fitted effect of over 50% in size
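Rat TrxR1, dispensed at 90 nM, was prereduced with 400 uM NADPH (final) for 5 min at ~22 deg C, then incubated with compound 15 min before 400 uM selenite. A first-read NADPH fluorescence drop versus no-compound background flagged substrates.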
PI4K2A inh – inhibitors of human PI4K2A | purified PI4K2A, ADP-Glo luminescence, 1 h; stronger effect = lower value | activity change, negative = inhibition, % at 76.9 µM | hit rate 0.13% among 420,000; in the data active = activity change below about -50%; inconclusive = mostly about -30% to -49%;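 also: -100% = wells without enzyme as full effect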
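ADP-Glo luminescence measured ADP generated by PI4K2A enzyme (4 ug/mL before mixing) with 1.2 mM PI substrate (pre-mix) and 300 microM ATP (pre-mix). Tris pH7.5 buffer with MgCl2, Triton X-100; 1 h reaction at ambient temperature.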
Vif-APOBEC3F blk – blocks the Vif interaction with APOBEC3F. HeLa A3F-eYFP + Vif (tagged APOBEC3F with the HIV-1 protein that degrades it), YFP fluorescence increase. Potency, µM (series often up to 46.1 µM), for inactives: at the top dose activity, negative = active. hit rate 0.2% among 390,000; also: potency is read from the fitted curve at half-maximal effect; % of control where 0% means no effect; nearly all actives have a fitted effect of over 65% in size
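HeLa cells stably expressing Vif plus C-terminally eYFP-tagged A3F were seeded, incubated overnight at 37 deg C, dosed with compound, incubated overnight again at 37 deg C. Yellow fluorescence (Ex 488/Em 500-530) reported blocked Vif-mediated A3F-eYFP degradation.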
RXFP1 ag – agonists of human relaxin receptor RXFP1. AID 2676. hit rate 0.3% among 370,000. HEK293T-RXFP1 cAMP TR-FRET, 30 min; response scale: percent of porcine relaxin response, buffer zero. Potency, µM (doses to about 57.5 µM), without a hit: at the top dose activation, usual class: activators; also: potency is read from the fitted curve at half-maximal effect; % is scaled to controls: 0 for no effect and ±100 for the full control effect; nearly all actives have a fitted effect of over 60% in size; many of its hits are not listed in these tables
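HEK293T cells stably expressing RXFP1 were pretreated with the PDE4 inhibitor Ro 20174, exposed to compounds for 30 min at 37C, lysed, and cAMP was read by TR-FRET. Data normalized to buffer (basal) and 29 nM porcine relaxin (100%).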
IDH1 R132H inh – blocks human mutant IDH1 R132H enzyme | Potency, µM (doses to about 76.6 µM), for the others: at the top dose activity change, negative = inhibition, most hits filed as inhibitors | O75874 | AID 602179 | hit rate 0.093% among 390,000 | IDH1-R132H enzyme, NADPH consumption, diaphorase/resazurin fluorescence; also: potency is read from the fitted curve at half-maximal effect; % is scaled to controls: 0 for no effect and ±100 for the full control effect; nearly all actives have a fitted effect of over 65% in size
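IDH1-R132H (0.5 ug/mL) preincubated 30 min with compound, then NADPH (0.016 mM) and alpha-KG (2 mM) added; 80 min at RT, pH 7.5. Remaining NADPH coupled via diaphorase/resazurin to fluorescence (540/590 nm); concentration-response curves normalized to no-enzyme control.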
USP1 inh – USP1/UAF1 (human) deubiquitinase inhibition; hit rate 0.23% among 390,000; Potency, µM (highest dose often 57.1 µM), for inactives: top-dose activity change, negative = inhibition, hits mostly inhibitors; O94782; recombinant USP1/UAF1, Ub-Rhodamine cleavage fluorescence; also: potency is read from the fitted curve at half-maximal effect; % is scaled to controls: 0 for no effect and ±100 for the full control effect; nearly all actives have a fitted effect of over 60% in size; inactives centre near -12
Target sequence (O94782 whole entry, looked up): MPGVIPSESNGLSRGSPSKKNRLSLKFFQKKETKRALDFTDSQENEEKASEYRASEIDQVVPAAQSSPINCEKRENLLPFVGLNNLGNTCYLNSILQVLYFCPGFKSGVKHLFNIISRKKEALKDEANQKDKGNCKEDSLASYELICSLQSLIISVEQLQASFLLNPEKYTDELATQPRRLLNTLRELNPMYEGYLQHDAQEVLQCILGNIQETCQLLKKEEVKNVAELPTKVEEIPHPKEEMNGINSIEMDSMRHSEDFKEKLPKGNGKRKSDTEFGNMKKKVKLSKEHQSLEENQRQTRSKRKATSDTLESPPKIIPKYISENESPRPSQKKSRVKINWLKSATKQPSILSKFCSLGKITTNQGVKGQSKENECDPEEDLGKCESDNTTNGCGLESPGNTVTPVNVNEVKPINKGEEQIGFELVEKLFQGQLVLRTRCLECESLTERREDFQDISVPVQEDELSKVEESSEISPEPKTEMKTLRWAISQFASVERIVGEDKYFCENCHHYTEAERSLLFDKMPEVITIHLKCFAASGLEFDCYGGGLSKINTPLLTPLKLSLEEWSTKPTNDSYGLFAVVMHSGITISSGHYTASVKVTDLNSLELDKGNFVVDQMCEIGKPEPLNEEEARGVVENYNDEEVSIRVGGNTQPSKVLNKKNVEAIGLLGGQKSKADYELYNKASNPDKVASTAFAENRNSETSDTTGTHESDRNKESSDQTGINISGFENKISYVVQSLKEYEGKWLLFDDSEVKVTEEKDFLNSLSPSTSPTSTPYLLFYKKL
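USP1/UAF1 complex (1 nM) preincubated 15 min at room temperature with compound, then Ub-Rho substrate (150 nM final) added. Kinetic fluorescence at 480/540 nm over 6 reads at 60 s intervals; 50 mM HEPES pH 7.8, 0.5 mM EDTA, 0.1 mg/ml BSA, 1 mM TCEP, 0.01% Tween-20.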
LDHA block – inhibitors of human lactate dehydrogenase A. purified LDHA, NADH/diaphorase-resazurin fluorescence; stronger effect = lower value. hit rate 0.15% among 480,000. activity change, % (values are at about 110 or 230 µM). P00338; in the data active = activity change below about -30%; inconclusive = mostly about -25% to -30%;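 also: plate controls were DMSO wells for no effect and wells without enzyme for full effect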
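LDH5 2 nM; NADH 0.06 mM, pyruvate 0.2 mM; 200 mM Tris pH 7.4, EDTA, Tween-20; 5 min RT. Detection: diaphorase 0.133 mg/mL + resazurin 37 µM, fluorescence ex540/em590 at 0 and 20 min; normalized to enzyme-free and DMSO wells.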
The depositor's hits bear a star; ? = inconclusive; . = no result given; [ ] = another dose, or the depositor's remark. Unless noted, calls follow the shape of the dose curve; as a rule, active = well fitted curve in the direction sought with a large enough effect; inconclusive = small, poorly fitted or top-dose-only effect, or another doubt; inactive = no such curve, though single readings can be large; an effect the other way counts as inactive or inconclusive. The list is partial; the hit share may differ from the screen's.

compound,Vif-A3G inh,GRP78 ERSR act,TrxR1 substrate,PI4K2A inh,Vif-APOBEC3F blk,RXFP1 ag,IDH1 R132H inh,USP1 inh,LDHA block
CN1CCN(S(=O)(=O)c2cccc(C#N)c2)C(c2ccccc2)C1 (configuration not stated),0%,-4%,3%,-1,8%,0.5%,6%,-2%,-1
O=C(CCCCCn1c(=O)[nH]c2ccsc2c1=O)NCc1cccs1,-1%,-1%,6%,2,-9%,1.1%,1%,-5%,-2
COc1ccc(CNC(=O)Oc2ccccc2)cc1Cl,1%,-3%,-2%,-7,2%,-0.3%,1%,-19%,-2
CCCS(=O)(=O)N1CCC(C(=O)NCCCN(C)Cc2ccccc2)CC1,2%,-3%,0%,5,-12%,1.8%,-1%,-7%,0
Cc1nnc(-c2ccc(Cl)cc2)nc1NCCN(C)C,-1%,-3%,-4%,-4,-5%,1.4%,-5%,-2%,-10
Fc1ccccc1NC(=S)Nn1cnnc1,2%,1%,0%,-2,2%,0.9%,0%,-5%,-11
C[C@H](NC(N)=O)C(=O)Nc1ccc(N2CCOCC2)c(S(=O)(=O)Nc2ccc(Cl)cc2)c1,3%,-4%,-1%,-1,-2%,3.0%,3%,-13%,-3
Cc1ccc(S(=O)(=O)N[C@@H](C)C(=O)OCC(=O)N2c3ccccc3NC(=O)C2(C)C)cc1,-1%,1%,2%,-2,0%,-2.9%,5%,-23%,0
COc1ccc(C(=O)NC2CCN(C(=O)NC3CCCCC3)CC2)cc1,0%,-4%,11%[57.1 µM],1,7%,-1.9%,3%,-1%,-5
Cc1ccoc1C(=O)Nc1ccc2ccccc2c1,-6%,-14%,2%,-21,1%,-0.4%,6%,-26%,3
COc1ccc(C)cc1NS(=O)(=O)c1ccccc1,2%,0%,10%[57.1 µM],2,0%,.,4%,-6%,-20
Cc1ccc(C2=N/C(=C\c3cccnc3)C(=O)O2)cc1,1%,-7%,-2%,1,1%,0.1%,-1%,-2%,-1
O=C(NCCC(=O)N1CCc2ccccc21)c1ccco1,-5%,4%,4%,2,2%,5.3%,6%,-2%,-9
O=C(CSc1nnc(-c2ccccc2)n1-c1ccc(Cl)cc1)NC1CCS(=O)(=O)C1 (configuration not stated),0%,8%,-1%,0,-7%,0.4%,1%,2%,-11
COc1ccc(Cl)cc1NC(=O)CSc1sc2c(O)cc(=O)[nH]c2c1C#N,-6%,-3%,-5%,-9,6%,3.8%,6%,-9%,-1
CCN1CCN(Cc2ccc(NC(=O)c3ccc(C)c(NC(=O)c4nccnc4N)c3)cc2C(F)(F)F)CC1,-4%,-7%,5%,-4,7%,-6.3%,21%,-18%,1
CCOC(=O)Cc1csc(NC(=S)NC(=O)c2ccccc2)n1,2%,-14%,5%,-2,?,1.5%,0%,-22%,4
CC(C)c1ccc(N(C(=O)C(F)(F)F)C(C(=O)NC2CCCCC2)c2ccncc2)cc1 (configuration not stated),-1%,-5%,6%,-3,0%,0.7%,-6%,2%,-4
O=C1C2C3CCCC3=C3CCCC3C2C(=O)N1c1ccccc1 (configuration not stated),-4%,2%,-1%,6,5%,0.1%,3%,-25%,3
COc1cccc(NC(=O)COC(=O)c2ccccc2F)c1,1%,-3%,-3%,2,-1%,0.7%,12%,-10%,-5
O=C(c1ccc([N+](=O)[O-])cc1)N1CCN(C(=O)C2CCCCC2)CC1,2%,8%,-5%,5,-1%,-1.1%,19%,-9%,-6
Cc1cccc(C)c1NC(=O)CCCSc1nnnn1C,1%,-3%,-4%,3,-25%,0.1%,1%,5%,-11
COc1ccccc1CCNC(=O)CSc1nc(-c2ccco2)cc(C(F)(F)F)n1,-3%,-2%,3%,8,-8%,-1.9%,-2%,-18%,-3
CCN(c1cccc(C)c1)S(=O)(=O)c1nnc(NC(=O)c2ccccc2Cl)s1,-1%,4%,83%[activator],-4,1%,9.4%,0%,-11%,-1
COc1cc(/C=C2\CCn3c2nc2cc(C(=O)O)ccc2c3=O)ccc1OC(F)F,-2%,-3%,-1%,-1,-6%,-1.3%,1%,-17%,0
CC(Sc1ccccc1)C(=O)NN=C1CCCCCCC1 (configuration not stated),-4%,-1%,7%[57.1 µM],4,12%,0.3%,12%,-35%,-12
COc1ccccc1NC(=O)Cc1cccs1,-4%,2%,7%,-16,-17%,0.6%,5%,-3%,-3
CCC(/C=C1\Sc2ccc(OC)cc2N1CC)=C\c1sc2ccc(OC)cc2[n+]1CCCS(=O)(=O)[O-],4%,-1%,3%,-16,2%,9.0%,-19%,-17%,3
CCc1ccccc1NC(=O)COC(=O)C1C2CC3OC(=O)C1C3C2 (configuration not stated),-6%,-4%,5%,9,3%,3.5%,-1%,?,-9
Cn1c(SCC(=O)Nc2ccc(F)cc2)nc2c(c1=O)SCC2,3%,-1%,1%,0,-27%,-0.4%,-2%,-18%,-3
CCOP(=O)(OCC)C(Nc1ccc(C)cc1)c1ccco1 (configuration not stated),3%,-4%,2%,-2,-7%,0.0%,18%,-22%,-3
CN1CCN(S(=O)(=O)c2cccc(C(=O)Oc3ccc(Br)cc3F)c2)CC1,0%,-2%,-3%,0,1%,-2.4%,-1%,-11%,-2
CO/N=C(/c1nonc1N)N1CCN(c2ccc([N+](=O)[O-])cc2)CC1,-1%,-4%,-12%,-9,-3%,1.6%,-1%,-7%,-8
Cc1sc(NC(=O)C2CCCCC2C(=O)O)c(C(N)=O)c1C (configuration not stated),0%,-4%,-5%,1,-13%,-0.6%,4%,-13%,-3
CCOc1ccc2noc3c2c1C(=O)c1ccccc1-3,-5%,-6%,4%,-5,-4%,-1.6%,13%,-18%,-1
Clc1ccc(-c2csc3ncnc(Cl)c23)cc1,-14%,-6%,3%,0,5%,1.7%,0%,-25%,-2
CCc1nc(OCCN(C)C)c2oc3ccccc3c2n1,0%,7%,6%,-5,7%,-0.5%,4%,-18%,-1
O=c1[nH]cnc(O)c1C(c1cccc([N+](=O)[O-])c1)c1c(O)nc[nH]c1=O,3%,-3%,-7%,-1,1%,0.9%,-9%,-3%,-9
CCOc1cccc(CN2CCC(Oc3ccc(C(=O)N4CCCC4)cc3)CC2)c1,3%,-7%,5%,7,3%,-0.7%,-6%,-19%,-4
O=C(Nc1ccc2c(c1)OCCO2)C1CCCN(S(=O)(=O)c2cnc[nH]2)C1 (configuration not stated),5%,-2%,5%,-4,-1%,1.0%,8%,-24%,4
CCC1C(=O)N=C(SCC(=O)NC2CCCCC2)NC1=O (configuration not stated),1%,-1%,0%,4,0%,1.8%,1%,-10%,-4
O=C(COC(=O)CNS(=O)(=O)c1ccc(Br)cc1Cl)NCCc1ccccc1,3%,-5%,2%,2,9%,1.3%,5%,-15%,-2
CCOC(=O)c1ccc(NC(=O)CC2C(=O)N(c3cccc(OC)c3)C(=O)N2Cc2cccnc2)cc1 (configuration not stated),-3%,3%,6%,?,-2%,0.0%,6%,-7%,0
Cc1ccc(NC(=O)Nc2ccc3nc(N4CCN(C)CC4)cc(C)c3c2)cc1C,1%,-2%,9%,1,-2%,0.3%,-4%,-18%,-7
CCOC(=O)n1cc(-c2cnc(CNC(=O)C(C)(c3ccccc3)c3ccccc3)o2)c2ccccc21,-1%,-4%,-4%[57.1 µM],3,4%,0.1%,18%,-15%,-12
CCOC(=O)c1cnc2c(C(F)(F)F)cccc2c1Nc1cccc(C(=O)OC)c1,-8%,-4%,-2%,1,0%,0.1%,-11%,-1%,-5
CN(CC(=O)Nc1ccc(N2CCOCC2)cc1)C(=O)CCCOc1ccc(Cl)cc1Cl,2%,4%,4%[57.1 µM],-9,3%,0.6%,2%,-10%,5
Cc1oc(-c2cc(F)cc(F)c2)nc1CN1CCN(C(=O)c2ccco2)CC1,-6%,-1%,-1%,3,-4%,3.4%,-3%,-4%,-5
COC(=O)[C@@]1(Cc2ccccc2)C=C[C@@H](C)N1C(C)=O,1%,-1%,1%,4,-9%,.,0%,2%,-8
CC(C)C1Nc2ccc(C(=O)O)cc2C2C=CCC21 (configuration not stated),0%,-4%,10%[57.1 µM],-7,?,-0.1%,0%,-23%,1
Nc1nonc1C(=O)NCCNS(=O)(=O)c1ccc(F)cc1,2%,-3%,4%,-2,0%,0.1%,-1%,-19%,-3
O=C(Nc1ccnn1C1CCN(Cc2ccc(F)cc2)CC1)C1CC1,-2%,-2%,-5%,3,-15%,-0.6%,9%,-12%,1
Cc1ccc(CCNC(=O)c2ccc3[nH]c(C)c(C)c3c2)cc1,-1%,-1%,0%[57.1 µM],-4,-2%,-2.3%,28%,-19%,7
